Bioassay records: PubChem BioAssay, National Center for Advancing Translational Sciences (NCATS)
GLP1R inv ag: qHTS of GLP-1 Receptor Inverse Agonists (Inhibition Mode); HEK293 GLP-1R CRE-luciferase, luminescence, 24 h; GLP-1R form is constitutively active; hit rate 1.6% among 410,000; Potency, µM (series often up to 38.3 µM), inactives show at the highest dose activity change, negative = inhibition, usual class: inhibitors; note: potency is the fitted concentration of half-maximal effect; % is set by controls: 0 for no effect and ±100 for the full control effect; nearly all actives have a fitted effect of over 55% in size
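qHTS in 1536-well format: reporter HEK293 cells expressing constitutive GLP-1R activity in DMEM + 10% Nu serum, 24 hr with compounds at 37 deg C, luminescence read after 12 min with detection reagent.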
HEK293 tox: qHTS of GLP-1 Receptor Inverse Agonists: Cytotox Screen; HEK293 cAMP-luciferase reporter cells, luminescence, 24 h; Potency, µM (doses to about 38.3 µM), for the others: at the top dose activity change, negative = inhibition, usual class: inhibitors; hit rate 0.13% among 410,000;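 note: loss of luciferase light is scored as toxicity; potency is the fitted concentration of half-maximal effect; % is set by controls: 0 for no effect and ±100 for the full control effect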
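A 23 nL compound transfer followed 12 hours of cell culture at 37 deg C; exposure then lasted 24 hr. Luciferase assay detection reagent was dispensed and plates read for luminescence after a 12 min room-temperature wait.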
IL-2 act: qHTS of IL-2 Activators; IL-2 activation reporter assay, cell-based qHTS; stimulated with anti-CD3/CD4/CD28 beads; in transgenic mouse T cells; activation, % (series mostly up to about 46 µM); AID 652025, 2013; hit rate 0.065% among 360,000; in the data active = activation above about 50%; inconclusive = mostly about 30% to 49%; note: 0% is about no effect
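Using fluorescent plate cytometry, EGFP and DsRed are detected in transgenic mouse T cells stimulated 18 h at 37 degrees C with antibody-coated beads after 60 min compound pretreatment.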
PI5P4Ka inh: qHTS for Inhibitors of phosphatidylinositol 5-phosphate 4-kinase (PI5P4K); Phosphatidylinositol 5-phosphate 4-kinase type-2 alpha (Homo sapiens), P48426; PI5P4Kalpha enzyme, ADP-Glo luminescence, 60 min; stronger effect = lower value; max response, %; hit rate 1.2% among 330,000; active = max response of -50% or lower; inconclusive = between -30% and -50%; inactive = -30% or higher; note: value at the top dose of about 77 µM; % is set by controls: 0 for no effect and ±100 for the full control effect
Target sequence (P48426 whole entry, looked up): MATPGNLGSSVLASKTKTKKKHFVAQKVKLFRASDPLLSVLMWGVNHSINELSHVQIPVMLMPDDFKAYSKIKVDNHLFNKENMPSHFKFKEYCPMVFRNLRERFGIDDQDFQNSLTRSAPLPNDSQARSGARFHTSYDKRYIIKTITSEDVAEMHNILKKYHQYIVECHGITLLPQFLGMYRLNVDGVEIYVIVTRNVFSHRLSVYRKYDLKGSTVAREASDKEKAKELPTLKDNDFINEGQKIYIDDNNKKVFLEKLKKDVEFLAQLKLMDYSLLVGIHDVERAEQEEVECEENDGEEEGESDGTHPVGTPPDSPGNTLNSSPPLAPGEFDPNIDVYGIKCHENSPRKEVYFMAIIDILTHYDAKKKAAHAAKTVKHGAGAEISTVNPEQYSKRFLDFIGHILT
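Single end-point luminescence (ADP-Glo) quantified ADP from PI5P4Kalpha turnover; ATP 5 microM final, 1 h at RT, 0.1% CHAPS and 0.28 mM EGTA in HEPES pH 7.4.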
DRD3 antagonist: qHTS of D3 Dopamine Receptor Antagonist: qHTS. D(3) dopamine receptor (Homo sapiens), P35462. D3R cells, DiscoveRx beta-arrestin luminescence, antagonist mode; stronger effect = lower value. max response, negative = inhibition, %. hit rate 2.5% among 360,000. AID 652054, 2013; in the data active = max response below about -50%; inconclusive = no clear call, values can overlap the other calls; note: % is set by controls: 0 for no effect and ±100 for the full control effect; mostly tested at two doses, the higher about 12 µM
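Cells expressing the human receptor were seeded at 1500 cells/well, incubated overnight at 37 degrees C in 5% CO2, then exposed to library compounds with dopamine controls for 90 minutes at 37 degrees C before luminescent detection.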
D3 ag: qHTS of D3 Dopamine Receptor Agonist: qHTS; D(3) dopamine receptor (Homo sapiens), P35462; D3R DiscoveRx beta-arrestin cells, luminescence, 90 min; max activation, %; hit rate 0.58% among 410,000; AID 652048, 2013; in the data active = max activation above about 30%; note: 0% is about no effect; mostly tested at two doses, the higher about 12 µM
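Agonist-mode cell screen: cells plated at 1500/well and incubated overnight at 37 °C, then exposed to library compounds for 90 min at 37 °C. Detection reagent was added for 30–60 min at room temperature, and luminescence was read.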
PLK1 PBD inh: qHTS for Inhibitors of PLK1-PDB (polo-like kinase 1 - polo-box domain): Primary Screen; Potency, µM, inactives show max response, negative = inhibition, most hits filed as inhibitors; hit rate 2.8% among 360,000; Plk1 PBD binding of FITC phosphopeptide, fluorescence polarization; Serine/threonine-protein kinase PLK1 (Homo sapiens), P53350; note: potency is the fitted concentration of half-maximal effect; series mostly up to about 57 µM; % is set by controls: 0 for no effect and ±100 for the full control effect; nearly all actives have a fitted effect of over 65% in size
Target sequence (P53350 whole entry, looked up, the tested form may be a part): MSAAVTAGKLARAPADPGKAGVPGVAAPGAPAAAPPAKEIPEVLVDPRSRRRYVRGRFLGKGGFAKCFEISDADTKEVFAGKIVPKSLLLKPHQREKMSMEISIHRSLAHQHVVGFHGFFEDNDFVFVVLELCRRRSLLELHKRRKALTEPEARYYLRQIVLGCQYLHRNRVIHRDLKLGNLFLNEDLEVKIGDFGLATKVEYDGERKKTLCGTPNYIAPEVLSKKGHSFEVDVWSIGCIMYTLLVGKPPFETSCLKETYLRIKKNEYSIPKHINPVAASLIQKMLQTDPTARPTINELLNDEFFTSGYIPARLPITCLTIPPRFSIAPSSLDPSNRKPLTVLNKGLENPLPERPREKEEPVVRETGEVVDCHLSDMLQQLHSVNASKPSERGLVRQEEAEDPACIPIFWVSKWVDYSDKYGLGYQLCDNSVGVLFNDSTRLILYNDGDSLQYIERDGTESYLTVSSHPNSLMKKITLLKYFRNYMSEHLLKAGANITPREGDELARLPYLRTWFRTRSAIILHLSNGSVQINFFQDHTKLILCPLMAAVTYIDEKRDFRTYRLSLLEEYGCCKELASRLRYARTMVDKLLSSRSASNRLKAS
WRN inhibitor: qHTS for Inhibitors of WRN Helicase; hit rate 0.46% among 360,000; Potency, µM (top dose mostly 114 µM), for the others: at the top dose activity change, negative = inhibition, actives largely listed as inhibitors; WRN helicase unwinding, fluorescent forked duplex, kinetic; Bifunctional 3'-5' exonuclease/ATP-dependent helicase WRN (Homo sapiens), Q14191; note: potency is the fitted concentration of half-maximal effect; % is set by controls: 0 for no effect and ±100 for the full control effect; nearly all actives have a fitted effect of over 55% in size
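Kinetic fluorescence helicase assay: unwinding of a quenched forked DNA duplex (100 nM final) with 2 mM ATP final raises red fluorescence (525/598 nm). Compounds sat 15 min at room temperature with 20 nM WRN beforehand.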
GLP1R ag: qHTS of GLP-1 Receptor Agonists; Potency, µM (series often up to 45.6 µM), inactives show at the highest dose activation, usual class: activators; hit rate 0.007% among 380,000; HEK293 GLP-1R CRE-luciferase, luminescence, 4-6 h; cells express a hypersensitive GLP-1R form; Glucagon-like peptide 1 receptor (Homo sapiens), P43220; note: potency is the fitted concentration of half-maximal effect; % of control where 0% means no effect
The depositor's hits bear a star; ? = inconclusive; . = no result given; [ ] = another dose, or the depositor's remark. Unless noted, calls come from the whole dose curve; as a rule, active = well fitted curve in the direction sought with a large enough effect; inconclusive = small, poorly fitted or top-dose-only effect, or another doubt; inactive = no such curve, though single readings can be large; an effect the other way counts as inactive or inconclusive.

SMILES | GLP1R inv ag | HEK293 tox | IL-2 act | PI5P4Ka inh | DRD3 antagonist | D3 ag | PLK1 PBD inh | WRN inhibitor | GLP1R ag
C=CCN(CC=C)S(=O)(=O)c1ccc(NC(=S)NC(=O)/C=C/c2cccc3ccccc23)cc1 | -8% | 17% | -0.1 | -6 | -23 | -8 | -9% | -2% | -12%
CC1CN(C(=O)CN2C(=O)NC3(CCCC3)C2=O)C(=Nc2cccc(S(=O)(=O)N(C)C)c2)S1 (configuration not stated) | -9% | 9% | -3.1 | 1 | -10 | -1 | -8% | -4% | 4%
CCOC(=O)CSc1nc(-c2ccc(OC)cc2)ns1 | 6% | 24% | -0.6 | 7 | -15 | -3 | 11µM* | -14% | -2%
COc1ccc(Nc2ncnc3sccc23)c(OC)c1 | 16% | -1% | 0.4 | -29 | 1 | -2 | -27% | 0% | 5%
COc1ccc(-c2nnc(SCC(=O)N3CCCCC3)o2)cc1OC | 16% | -1% | 3.3 | 2 | 20 | 4 | -19% | -4% | 2%
Cc1onc(-c2ccccc2Cl)c1C(=O)NCCn1c(C)cc2ccccc21 | ? | 3% | 0.4 | -12 | 11 | 1 | -10% | 79µM* | -2%
O=c1c2c3nc4ccccc4nc3n(/N=C/c3ccncc3)c2ncn1-c1ccccc1 | 15% | 0% | 0.8 | 2 | 10 | 0 | -5% | 2% | -1%
Cc1ccc(S(=O)(=O)/N=c2\scc(C)n2C)cc1 | 12% | -23% | -2.0 | 0 | 23 | 11 | -12% | -13% | 5%
O=C(Nc1nccs1)c1ccc(N2C(=O)C3CCCCC3C2=O)cc1 (configuration not stated) | 8% | 12% | -4.1 | -14 | -7 | 0 | -15% | ? | 7%
CCCCn1cc(C(C)(C)C)c(C#N)c1NC(C)=O | 1% | -13% | -2.0 | -2 | -19 | 4 | -9% | 5% | 8%
COc1ccc(C(=O)N2CCCC2(C)C(=O)NCC(C)C)cc1C(F)(F)F (configuration not stated) | 26% | -1% | 0.8 | 4 | 0 | -9 | -3% | 5% | -1%
COC(=O)c1nnn(-c2nonc2N)c1-c1cccs1 | 0% | 52%[activator] | 0.2 | 0 | -12 | -6 | -23% | -1% | 0%
CCOC(=O)N1CCN(C(=O)c2cnn3c(C)c(Cc4ccc(C)cc4)c(C)nc23)CC1 | -12% | -3% | 0.3 | -5 | 1 | 5 | -1% | 8% | 0%
COC(=O)c1ccc(NC(=O)Nc2ccc(F)cc2F)cc1 | -18% | -5% | -2.1 | -1 | 13 | -3 | -4% | 2% | 3%
Cc1cc(NC(=O)Cn2c(=O)c3c(ncn3CCC(C)C)n(Cc3ccccc3)c2=O)no1 | -2% | 3% | 0.4 | 0 | -19 | -10 | -9% | 9% | 0%
O=C(NCCCc1ccccc1)C1CCC(=O)N(CCc2ccc(Cl)cc2)C1 (configuration not stated) | ? | 8% | -6.4 | 2 | -9 | 0 | -10% | -23% | 1%
COc1cc(/C=C2\SC(=S)N(CC(=O)O)C2=O)ccc1OC(=O)c1ccco1 | -4% | ? | -0.2 | -13 | -1 | 1 | -9% | -22% | -4%
Cc1c(O)ccc(C(=O)COc2ccc(F)cc2)c1O | ? | 13% | -0.9 | 14 | 2 | -1 | -4% | -4% | 1%
Cc1cc(C)cc(OCC(=O)O/N=C(\N)c2ccccc2Cl)c1 | ? | -4% | -0.5 | 19 | 15 | 4 | -3% | 3% | 1%
CS(=O)(=O)Nc1ccc(C(=O)NCCSCc2ccccc2)cc1 | -3% | 6% | -0.4 | 8 | -21 | 7 | -9% | 0% | 7%
O=C(CN(C(=O)CCC(=O)Nc1nccs1)c1ccc(F)cc1)NCCc1ccccc1 | -11% | -1% | 1.5 | 6 | 1 | -4 | 1% | -5% | 1%
COc1ccc(OCC(=O)N/N=C/c2ccc(OC)c(OC)c2C(=O)O)cc1 | 0% | 5% | -6.2 | -3 | 3 | 6 | 2% | -1% | 9%
CCc1ccccc1NC(=O)COC(=O)C1CC(=O)N(c2ccc(F)cc2)C1 (configuration not stated) | 0% | 5% | -4.6 | . | -13 | -11 | -14% | 5% | 11%
CCOc1ncccc1C(=O)N(C)CC(=O)Nc1ccc(C)cc1 | 1% | 4% | -1.6 | -5 | 1 | -3 | -8% | 6% | 2%
CCC(=O)Nc1cccc(NC(=O)CSc2nc3c(c(=O)n(C)c(=O)n3C)n2C)c1 | 2% | -19% | 3.8 | 5 | 9 | 4 | 0% | 0% | 0%

Continued; the last 2 above are carried over.
SMILES | GLP1R inv ag | HEK293 tox | IL-2 act | PI5P4Ka inh | DRD3 antagonist | D3 ag | PLK1 PBD inh | WRN inhibitor | GLP1R ag
CCOc1ncccc1C(=O)N(C)CC(=O)Nc1ccc(C)cc1 | 1% | 4% | -1.6 | -5 | 1 | -3 | -8% | 6% | 2%
CCC(=O)Nc1cccc(NC(=O)CSc2nc3c(c(=O)n(C)c(=O)n3C)n2C)c1 | 2% | -19% | 3.8 | 5 | 9 | 4 | 0% | 0% | 0%
O=c1[nH][nH]cc1C=Nc1ccc(Cl)cc1Cl | 4% | 6% | 0.6 | -6 | 2 | -6 | -3% | -4% | -2%
Cc1cc(NC(=O)c2ccc(Br)o2)cc(-c2nc3ccccc3o2)c1O | 14% | 2% | . | . | . | -14 | . | . | 0%
CCC(CC)C(=O)Nc1nnc(SCC(=O)N2CCN(c3ccccc3OC)CC2)s1 | ? | -19% | 2.3 | -8 | -4 | 17 | ? | -1% | -5%
CC(=O)Nc1ccc(NC(=O)c2ccc(C3SCC(=O)N3CCc3ccccc3)cc2)cc1 (configuration not stated) | -1% | 15% | -5.3 | -9 | 1 | 1 | -12% | -16% | 12%
O=C(COC(=O)CNC(=O)c1ccccc1)Nc1ccc(S(=O)(=O)N2CCOCC2)cc1 | 9%[0.307 µM] | 5%[0.307 µM] | 1.3 | 2 | -1 | 8 | -7% | -3% | -7%
COCCOC(=O)C1=C(C)OC(N)=C(C#N)C1c1ccco1 (configuration not stated) | 10% | 3% | -2.7 | 0 | 15 | 9 | -5% | 11% | -2%
Cc1ccc(C)c(N2CCN(C(=O)CCS(=O)(=O)c3ccc4c(c3)NC(=O)CO4)CC2)c1 | -16% | -3% | -2.3 | 2 | 6 | 10 | -13% | 5% | -5%
Cc1cc(=O)oc2c(C(=O)/C=C/c3ccccc3)c(O)ccc12 | 1% | 3% | 0.3 | -3 | 5 | -2 | -11% | -9% | -2%
Cc1ccccc1Nc1nc(N)nc(COC(=O)CCS(=O)(=O)c2ccccc2)n1 | 5% | -3% | -2.8 | . | 14 | 1 | -3% | -3% | 15%
CCOc1ccccc1NC(=O)CCN1CCN(S(=O)(=O)c2ccc(OC)cc2)CC1 | 21% | 3% | 2.4 | 7 | 38 | -8 | -15% | 6% | -1%
Cc1ccc2c(c1)nnn2C1CCN(S(=O)(=O)c2ccc(C(=O)N3C(C)CCCC3C)cc2)CC1 (configuration not stated) | 4µM* | -9% | 0.8 | 1 | 1 | 2 | -16% | -31% | 0%
C=CCn1c(=O)c(C(=O)NCCc2ccccc2)c(O)c2ccccc21 | ? | 15% | 0.8 | . | 16 | 19 | -1% | -9% | 20%
COC(=O)c1ccc(C(=O)OCCCc2nc3ccc(N)cc3[nH]2)cc1 | 3% | 6% | 0.1 | -8 | -5 | 3 | -2% | -6% | 10%
O=C(CN1CCc2ccccc2C1)Nc1ccccc1C(F)(F)F | ? | 8% | 0.0 | 7 | 5 | -10 | 1% | -29% | 7%
Cc1cc2c(NC(=O)CC(C)(C)CC(=O)O)cccc2nn1 | 11% | -6% | -0.4 | -12 | 13 | 0 | -11% | -1%[11.6 µM] | -2%
O=C1CCN=C(Nc2ccc(F)cc2)N1Cc1ccccc1 | -1% | 1% | 4.4 | 3 | 4 | 2 | -8% | 6% | -3%
CN1CCN(S(=O)(=O)c2ccc(NC(=O)c3cccs3)cc2)CC1 | 1% | 4% | -0.1 | 18 | -27 | -2 | -1% | -12% | 1%
COCCN(C(=O)CSc1nc(-c2ccccc2)cn1N)c1c(N)n(Cc2ccccc2)c(=O)[nH]c1=O | -2% | 5% | 0.4 | 4 | 4 | 8 | -8% | 5% | -6%
Cc1ccc2nc(SC(C)C(=O)N3CC(C)OC(C)C3)[nH]c2c1 (configuration not stated) | 7% | -21% | -1.4 | 2 | -5 | 8 | -3% | -4% | -5%
COc1ccc(NC(=O)CSc2nc3[nH]ncc3c(=O)n2-c2ccccc2OC)cc1OC | 0% | -3% | -2.3 | 5 | 5 | 2 | -22% | -11% | 10%
O=C(O)CSc1ncnc2c1oc1ccccc12 | -6% | 76%[activator] | -0.2 | -2 | -14 | 5 | -5% | -9% | 0%
NC(=O)COC(=O)CCSc1ccc(Cl)cc1 | -12% | 13% | -2.9 | 7 | -2 | -36 | -27% | 16% | -1%
Cc1csc(NC(=O)Cc2ccc(F)cc2)n1 | 12% | 0% | -1.2 | 1 | 5 | 1 | 6% | 2% | 1%
CCc1[nH]nc2c1C1(CCN(C(=O)c3ccccc3)CC1)C(C#N)=C(N)O2 | -13% | 0% | -1.0 | . | -8 | 1 | -8% | 0% | -5%
CCc1ccc(CN(C)C(=O)c2ccc3c(=O)n4c(nc3c2)CCC4)cc1 | 17% | 13% | 1.3 | -2 | 20 | 19 | 3% | -13% | -2%
Cc1ccc2c(c1)N(C)/C(=C/c1cccc[n+]1CCO)S2 | -27% | -3% | 0.5 | 1 | -23 | -6 | -3% | -2% | -6%
COc1ccc(S(=O)(=O)NC(CC(=O)NCc2ccco2)c2ccco2)cc1 (configuration not stated) | 9% | 8% | -4.6 | 5 | 34 | 4 | -11% | -17% | 21%
O=C1CCc2ccc(NC(=O)C3CC3)cc2N1 | 5% | 13% | 0.5 | -5 | -20 | -4 | -7% | -3% | 2%

Rows are unselected. About 7.8% of those tested had a hit in this group.
